# Screening results: PubChem, Broad Institute
# Tcruzi prolif = blocks T. cruzi growth in NIH3T3 culture; inhibition, % at 8.34 µM; T. cruzi beta-gal in NIH3T3, GalScreen luminescence, 90 h; 77,000 compounds, 5.9% hits; AID 624255;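 active means mean inhibition above about 93%, with at least 55% of replicates each passing it, limit read from the data, passing the limit was not always enough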
# C diff growth = inhibitors of Clostridium difficile growth | Clostridium difficile clinical isolate growth, OD600, 24 h; active compounds read low | growth activity, negative = inhibition, % at 16 µg/mL (by protocol) | 86,000 compounds, 0.25% hits | AID 1259249;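 active means mean growth activity at or below -80% and every replicate also at or below -80%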;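 further: 0% = DMSO wells and -100% = levofloxacin 16 µg/mL wells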
# GASC1 inh = inhibitors of human demethylase GASC-1 KDM4C; GST-KDM4C 2-372, H3K9me3 peptide, LANCE TR-FRET; Q9H3R0; inhibition, % at 12.5 µM; 96,000 compounds, 0.15% hits;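 active means mean replicate inhibition above about 25%, with at least 55% of replicates also reaching it, limit read from the data, passing the limit was not always enough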
# Target sequence (Q9H3R0 2-372 limits assumed): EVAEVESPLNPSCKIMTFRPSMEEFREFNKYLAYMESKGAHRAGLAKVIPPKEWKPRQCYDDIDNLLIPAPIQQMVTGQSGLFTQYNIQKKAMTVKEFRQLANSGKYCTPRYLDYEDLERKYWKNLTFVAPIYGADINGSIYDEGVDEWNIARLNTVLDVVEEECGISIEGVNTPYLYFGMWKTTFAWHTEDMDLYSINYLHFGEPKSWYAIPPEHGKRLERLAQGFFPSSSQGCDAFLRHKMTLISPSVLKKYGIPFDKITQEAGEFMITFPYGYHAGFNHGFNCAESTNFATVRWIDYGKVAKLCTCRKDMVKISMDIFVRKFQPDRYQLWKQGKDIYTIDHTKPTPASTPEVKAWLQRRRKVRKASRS
#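 Test system – GST-tagged GASC-1 (JMJD2C) catalytic fragment, aa 2-372 · Medium – HEPES buffer, pH 7.5, plus ascorbate · Reagent – H3K9me3 peptide with Fe(II)/2OG · Compound – one test concentration per compound · Timing – 30 min reaction, 60 min detection, RT · Technique – TR-FRET with Eu antibody and ULight streptavidin, EDTA stop · Read-out basis – inhibition from TR-FRET ratio decrease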
# Pf Dd2 growth = blocks growth of Plasmodium falciparum Dd2 parasites. P. falciparum Dd2 growth, SYBR Green, 72 h; active compounds read low. activity change, % at 10 µM. 94,000 compounds, 2.3% hits. AID 1159554; in the data active means activity change below about -80%
# The depositor's hits bear a star; x = no result given; & = joins results of further samples.
Structure | Tcruzi prolif | C diff growth | GASC1 inh | Pf Dd2 growth
C/C=C/c1ccc2c(c1)O[C@@H](CN(C)C(=O)CC1CC1)[C@@H](C)CN([C@@H](C)CO)S2(=O)=O | 57 | 1 | -0.5 | -18
C[C@@H]1CN([C@H](C)CO)C(=O)c2cccc(NS(=O)(=O)c3cn(C)cn3)c2O[C@H]1CN(C)Cc1ccc(C(=O)O)cc1 | 53 | -1 | 0.5 | 16
C[C@H](CO)N1C[C@H](C)[C@@H](CN(C)S(=O)(=O)c2ccc(Cl)cc2)OCCCC[C@H](C)Oc2ccc(NC(=O)c3ccncc3)cc2C1=O | 84 | -4 | 0.3 | -41
C[C@H](CO)N1C[C@H](C)[C@H](CN(C)Cc2ccncc2)Oc2c(NS(=O)(=O)c3cn(C)cn3)cccc2C1=O | x | -3 | 0.8 | 6
N#C[C@@H]1N[C@H](CO)[C@@H]1c1ccccc1 | 49 | -20 | 1.0 | 29
CCCN1[C@@H]2c3ccc(-c4ccccc4)c(=O)n3C[C@@H]2[C@@H](CO)[C@@H]1C(=O)N1CCCCC1 | 31 | 1 | 5.9 | -1
C[C@@H]1CN([C@@H](C)CO)C(=O)c2cccc(N(C)C)c2O[C@H]1CN(C)C(=O)NC1CCCCC1 | 31 | 1 | 1.4 | -12
C[C@@H]1CN([C@@H](C)CO)C(=O)c2cccc(NC(=O)NC3CCCCC3)c2O[C@H]1CN(C)CC1CCCCC1 | 47 | 3 | 1.7 | -20
Cc1noc(C)c1NC(=O)Nc1ccc2c(c1)C(=O)N([C@H](C)CO)C[C@@H](C)[C@@H](CN(C)C(=O)Nc1cccc3ccccc13)O2 | -88 | x | 0.2 | 14
CC(C)CC#Cc1ccc2c(c1)O[C@@H](CN(C)Cc1cncnc1)[C@@H](C)CN([C@H](C)CO)S2(=O)=O | 78 | 5 | -0.3 | -16
O=C(Nc1ccccc1)N1C[C@@H]2[C@H](c3ccccc31)[C@@H](CO)N2C(=O)c1ccccc1F | 53 | -1 | 2.5 | 11
CCCNC(=O)C[C@H]1CC[C@H]2[C@@H](COc3ccc(NC(=O)NC(C)C)cc3C(=O)N2C)O1 | -8 | 0 | -1.0 | 9
C[C@@H]1CN([C@@H](C)CO)C(=O)CCCn2cc(nn2)CO[C@H]1CN(C)C(=O)Nc1ccccc1C(F)(F)F | 30&19 | 5&2 | 0.7 | 6&-4
C[C@@H]1CN([C@H](C)CO)C(=O)c2cccc(NC(=O)Nc3ccc4c(c3)OCO4)c2O[C@H]1CN(C)S(=O)(=O)c1ccc(F)cc1 | -10 | 10 | 1.0 | -4
CCC(=O)N(C)C[C@@H]1Oc2ncc(C#CCC(C)C)cc2C(=O)N([C@@H](C)CO)C[C@H]1C | 20 | -9 | 1.0 | -5
O=C(Nc1ccc(F)cc1)N[C@@H]1CC[C@@H](CCn2cc(-c3ccc(F)cc3)nn2)O[C@@H]1CO | 11 | 4 | -1.0 | -50
C[C@H]1CN([C@@H](C)CO)C(=O)c2cccc(NC(=O)Nc3cccc4ccccc34)c2O[C@H]1CN(C)Cc1ccccc1 | 61 | 16 | 6.5 | -41
C[C@H](O)C#Cc1ccc([C@@H]2[C@H](CO)N3CCCCN(C(=O)c4ccc5c(c4)OCO5)C[C@@H]23)cc1 | 42 | -9 | 1.3 | 26
C[C@H](CO)N1C[C@H](C)[C@H](CN(C)C(=O)C2CCCCC2)Oc2ncc(C3=CCCC3)cc2C1=O | 56 | -2 | 1.8 | 11
COc1ccc(S(=O)(=O)Nc2ccc3c(c2)C(=O)N([C@H](C)CO)C[C@@H](C)[C@H](CN(C)S(C)(=O)=O)O3)cc1 | -1 | 5 | -0.5 | 6
C/C=C/c1cccc(-c2nc(C(=O)NCCC)cc3c2[C@@H](CCO)N([S@](=O)C(C)(C)C)C3)c1 | x | 5 | -0.7 | -28
CCCN1[C@@H]2c3ccc(C4=CCCC4)c(=O)n3C[C@@H]2[C@@H](CO)[C@@H]1C(=O)NCc1cccc(OC)c1 | 101* | 5 | -1.2 | -8
CCCNC(=O)[C@H]1[C@H](CO)[C@H]2Cn3c(ccc(-c4ccccc4)c3=O)[C@@H]1N2C(=O)CC1CC1 | 106* | -2 | 0.0 | -14
COc1ccc(-c2ccc3c(c2)[C@H]2[C@H](CCN2C(=O)Cc2ccncc2)[C@H](CO)N3)cc1 | 54 | -4 | 0.8 | -70
CC(C)NC(=O)N[C@@H]1C=C[C@@H](CC(=O)NCc2ccc(Oc3ccccc3)cc2)O[C@@H]1CO | -1 | -3 | -1.0 | 1
C[C@H]1CN([C@@H](C)CO)C(=O)c2cc(C#Cc3cccc(F)c3)cnc2O[C@@H]1CN(C)C(=O)C1CC1 | 38 | -2 | -0.2 | -27
C[C@H]1CN([C@@H](C)CO)C(=O)c2cccc(NS(=O)(=O)c3cccs3)c2O[C@H]1CN(C)Cc1ccc(C(=O)Nc2ccccc2N)cc1 | x | 3 | -0.1 | -87*
COc1ccc(S(=O)(=O)Nc2ccc3c(c2)C(=O)N([C@@H](C)CO)C[C@@H](C)[C@@H](CN(C)S(=O)(=O)c2ccc(F)cc2)OCCCC[C@@H](C)O3)cc1 | 79 | 18 | -0.6 | -42
C[C@H](CO)N1C[C@H](C)[C@H](CN(C)Cc2ccc(F)cc2)Oc2ncc(C#CCN(C)C)cc2C1=O | 23 | 11 | 2.5 | 22
C[C@H](CO)N1C[C@H](C)[C@H](CN(C)Cc2ccccc2)OCCCC[C@H](C)Oc2ccc(NC(=O)CCC(F)(F)F)cc2C1=O | -22 | 0 | 12 | 30
C[C@H](NC(=O)C[C@H]1C=C[C@@H](NC(=O)C2CCOCC2)[C@@H](CO)O1)c1ccccc1 | 7 | -1 | -0.6 | 6
C[C@H]1CN([C@@H](C)CO)C(=O)c2cccc(NC(=O)Nc3ccccc3)c2O[C@@H]1CN(C)S(=O)(=O)c1ccc(Cl)cc1 | 46 | 0 | -0.1 | -4
Cc1ccccc1-c1ccc(C2[C@@H]3CN(C(=O)Nc4ccc(F)cc4)C[C@H]2N3)cc1 (stereo partly drawn) | x | 50&-3 | 0.1 | -39&-59
C[C@H](CO)N1C[C@H](C)[C@H](CN(C)Cc2ccc(C(=O)O)cc2)OCCCC[C@H](C)Oc2ccc(NC(=O)c3ccccc3)cc2C1=O | 18 | -1 | 3.5 | 34
CC(=O)Nc1ccc2c(c1)C(=O)N(C)[C@@H]1CC[C@@H](CC(=O)NC3CCCCC3)O[C@@H]1CO2 | -23 | -4 | 1.2 | -12
CCCC(=O)N1CC2(CCN(CC3CCCC3)CC2)c2c([nH]c3cc(OC)ccc23)[C@@H]1CO | x | -5 | -0.7 | -48
CC(C)NC(=O)N1[C@@H](CO)[C@@H]2c3ccccc3N(C(=O)Nc3ccc(Cl)cc3)C[C@@H]21 | 40 | -9 | -1.1 | -12
CO[C@H]1CN(C)C(=O)c2cc(NS(C)(=O)=O)ccc2OC[C@H](C)N(Cc2nccs2)C[C@@H]1C | -4 | x | -1.7 | 6
C[C@H](CO)N1C[C@H](C)[C@@H](CN(C)Cc2ccc(C(F)(F)F)cc2)Oc2ccc(NS(=O)(=O)c3cccs3)cc2CC1=O | 87 | 75 | -1.9 | -9
Cc1noc(C)c1S(=O)(=O)Nc1ccc2c(c1)C(=O)N([C@@H](C)CO)C[C@H](C)[C@@H](CN(C)C(=O)Nc1ccc3c(c1)OCO3)OCCCC[C@@H](C)O2 | 60 | 5 | -0.2 | -43
COc1ccc2c3c([nH]c2c1)[C@@H](CO)N(C(=O)Nc1ccccc1F)CC31CCN(C(=O)C2CC2)CC1 | x | 3 | -1.9 | -34
O=C(Nc1ccc2c(c1)[C@H]1C[C@@H](CC(=O)N3CCc4ccccc4C3)O[C@@H](CO)[C@H]1O2)C1CCOCC1 | -31 | 0 | 0.5 | 11
CCc1csc(N2[C@H](C#N)[C@@H](c3ccc(-c4cccc(F)c4)cc3)[C@@H]2CO)n1 | 98* | 5 | -1.2 | -16
C[C@H](CO)N1C[C@H](C)[C@H](CN(C)C(=O)Nc2ccccc2)Oc2ccc(NS(=O)(=O)c3cn(C)cn3)cc2C1=O | 24 | -4 | 4.1 | 30
C[C@H]1CN([C@@H](C)CO)C(=O)c2cccc(NS(=O)(=O)c3cccs3)c2O[C@@H]1CN(C)C | x | -2 | 0.7 | 22
C/C=C/c1ccc([C@@H]2[C@H]3CN(C(=O)Nc4ccccc4F)CC(=O)N3[C@H]2CO)cc1 | x | -16 | 0.2 | 0
COc1ccccc1CNC(=O)C[C@@H]1C[C@H]2c3cc(NC(=O)CC4CC4)ccc3O[C@H]2[C@@H](CO)O1 | -40 | -4 | -1.4 | 17
Cc1ccc(-c2ccc3c(c2)O[C@H](CN(C)Cc2ccc(F)cc2)[C@H](C)CN([C@@H](C)CO)S3(=O)=O)cc1 | 97* | 5 | -0.7 | -25
CCC(=O)N1[C@@H]2CN(C(=O)CC(F)(F)F)c3ccccc3[C@@H]2[C@@H]1CO | -21 | -1 | 1.8 | -22
C[C@@H]1CN([C@H](C)CO)S(=O)(=O)c2ccc(-c3ccccc3)cc2O[C@@H]1CN(C)C(=O)CC1CC1 | 54 | -1 | 1.5 | 4
O=C(Nc1ccc(F)cc1)N1C[C@H]2[C@@H](c3ccccc31)[C@H](CO)N2C(=O)c1ccncc1 | 8 | 7 | 1.6 | 10
CN(C)C(=O)c1ccc(-c2ccc(C3[C@@H]4CN(S(=O)(=O)c5ccc(F)cc5)C[C@H]3N4)cc2)cc1 (stereo partly drawn) | x | -12&0 | 0.9&-1.7 | -21&-14
Cc1cccc(-c2ccc([C@H]3[C@@H](CO)N4CCCCN(S(=O)(=O)c5cccc(C)c5)C[C@H]34)cc2)c1 | 100* | 36 | 1.0 | -85*
C[C@@H]1CN([C@H](C)CO)S(=O)(=O)c2ccc(-c3ccc(F)cc3)cc2O[C@@H]1CN(C)C(=O)C1CCOCC1 | 30 | -5 | -1.2 | 7
CO[C@H]1CN(C)C(=O)c2ccc(NC(=O)c3cccc(F)c3)cc2OC[C@H](C)N(C(C)=O)C[C@@H]1C | -11 | -9 | 0.6 | -2
CCS(=O)(=O)N1CC2(C1)[C@@H](c1ccccc1)[C@@H](CO)N2CC1CCCC1 | x | 6 | -0.6 | -55
C[C@H](CO)N1C[C@H](C)[C@@H](CN(C)S(=O)(=O)c2cn(C)cn2)Oc2ncc(C3=CCCCC3)cc2C1=O | x | -2 | -1.4 | 16
C[C@@H]1CN([C@@H](C)CO)C(=O)c2cc(NC(=O)c3ccccc3)ccc2O[C@@H](C)CCCCO[C@H]1CN(C)C(=O)C1CCCCC1 | 19 | 6 | 0.6 | -71
CN(C)C(=O)c1ccc(-c2ccc3c(c2)[C@@H]2[C@@H](CCN2C(=O)C2CCC2)[C@@H](CO)N3C)cc1 | 52 | -2 | 4.4 | -6
C[C@H](CO)N1C[C@H](C)[C@@H](CN(C)C(=O)c2ccccc2)OCCCC[C@H](C)Oc2ccc(NC(=O)CCC(F)(F)F)cc2C1=O | -1 | -2 | 2.1 | -39

# Carrying on.
Structure | Tcruzi prolif | C diff growth | GASC1 inh | Pf Dd2 growth
C[C@@H]1CN([C@H](C)CO)C(=O)Cc2cc(NC(=O)C3CC3)ccc2O[C@H]1CN(C)C | 4 | 6 | -1.5 | 3
Cc1cccc(-c2ccc([C@@H]3[C@@H](CO)N4CCCCN(C(=O)NC(C)C)C[C@H]34)cc2)c1 | 51 | -20 | -1.7 | 14
Cc1noc(C)c1S(=O)(=O)N(C)C[C@H]1Oc2ccc(NS(=O)(=O)c3cccs3)cc2C(=O)N([C@H](C)CO)C[C@H]1C | -103 | x | 0.9 | 12
COc1ccc(NC(=O)Nc2ccc3c(c2)CC(=O)N([C@@H](C)CO)C[C@H](C)[C@@H](CN(C)C(=O)Nc2ccc(OC)cc2)O3)cc1 | 11 | -1 | -2.0 | 15
C[C@@H]1CCCCO[C@H](CN(C)S(=O)(=O)c2ccc(Cl)cc2)[C@@H](C)CN([C@@H](C)CO)C(=O)c2cc(NC(=O)c3ccncc3)ccc2O1 | 81 | 6 | 15 | -71
O=C(C[C@H]1C[C@H]2c3cc(NC(=O)Nc4ccccc4)ccc3O[C@H]2[C@@H](CO)O1)NC1CCCC1 | 22 | -8 | -8.5 | -78
CCCNC(=O)N1[C@H](CO)[C@H](c2ccccc2C2=CCCCC2)[C@@H]1C#N | x | 12 | 1.2 | -5
C[C@@H]1CN([C@@H](C)CO)S(=O)(=O)c2ccc(Br)cc2O[C@H]1CN(C)S(=O)(=O)c1ccc(F)cc1 | 100* | 0 | -1.1 | -22
CO[C@H]1CN(C)C(=O)c2cc(NC(=O)c3ccc4c(c3)OCO4)ccc2OC[C@H](C)NC[C@H]1C | -5 | -1 | -0.9 | 18
COc1ccccc1S(=O)(=O)N[C@H]1CC[C@@H](CCNC(=O)C2CCCC2)O[C@H]1CO | x | -3 | 0.2 | -6
CN1[C@@H]2Cn3c(ccc(-c4ccncc4)c3=O)[C@H]1[C@@H](C(=O)N1CCC(Cc3ccccc3)CC1)[C@@H]2CO | -18 | -11 | -2.8 | x
